Compound activity deposited in PubChem by The Scripps Research Institute Molecular Screening Center.
PREPL inhibitor: human PREPL enzyme inhibition | recombinant PREPL, fluorescence polarization activity-based probe | Q4J6C6 | hit rate 0.68% among 320,000 | AID 2751 | inhibition, % at 5.96 µM; in the data active means inhibition above about 43%;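 further: 0% = enzyme with DMSO and 100% = wells lacking enzyme; many of its hits are not listed in these tables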
LYPLA2 inh: LYPLA2 (human) inhibition in PME1 counter-screen | O95372 | recombinant LYPLA2, FP-Rh probe fluorescence polarization | inhibition, % at 5.9 µM | hit rate 0.38% among 320,000 | AID 2177;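 active means inhibition above the screen-wide mean plus 3 SD, limit set per campaign, cut at about 26% in these data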;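 further: 0% = LYPLA2 with DMSO and 100% = wells lacking LYPLA2 enzyme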
LYPLA1 inh: blocks human lysophospholipase 1, a PME1 counter-screen | O75608 | recombinant LYPLA1, FP-Rh probe fluorescence polarization | inhibition, % at 5.9 µM | hit rate 0.16% among 320,000 | AID 2174;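 active means inhibition above the mean of all tested compounds plus 3 SD, set per campaign, cut at about 14% in these data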;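 further: inhibitors block serine hydrolase probe labeling of LYPLA1 so polarization falls; 0% = enzyme with DMSO and 100% = wells lacking LYPLA1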
Target sequence (O75608 whole entry, looked up): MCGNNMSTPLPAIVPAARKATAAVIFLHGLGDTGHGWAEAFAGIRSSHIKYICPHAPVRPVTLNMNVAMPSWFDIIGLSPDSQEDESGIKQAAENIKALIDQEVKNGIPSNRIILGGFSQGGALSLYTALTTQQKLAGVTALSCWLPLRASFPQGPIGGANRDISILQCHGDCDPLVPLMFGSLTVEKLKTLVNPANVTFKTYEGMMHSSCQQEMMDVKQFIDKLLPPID
PAFAH1B2 inh: inhibitors of human PAFAH1B2; inhibition, % at 3.39 µM; P68402; AID 492953; recombinant PAFAH1B2, FP-rhodamine activity probe, fluorescence polarization; hit rate 1.2% among 340,000;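 active means inhibition above the mean of all tested compounds plus 3 SD, cut at about 24% in these data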;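 further: 0% = enzyme with DMSO and 100% = wells lacking PAFAH1B2; many of its hits are not listed in these tables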
PAD4 FP inh: PAD4 (human) enzyme inhibition. AID 485272. inhibition, % at 6.36 µM. Q9UM07. recombinant PAD4, RCA probe fluorescence polarization. hit rate 0.41% among 330,000;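 active means percent inhibition above a cutoff equal to the mean of all tested compounds plus 3 SD, cut at about 15% in these data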;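 further: 0% = PAD4 with RCA probe and DMSO and 100% = probe without PAD4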
PAFAH1B3 FP inh: inhibitors of human PAFAH1B3; AID 492972; hit rate 0.28% among 340,000; recombinant PAFAH1B3, FP-rhodamine probe, fluorescence polarization; Q15102; inhibition, % at 3.39 µM;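 active means inhibition above the screen-wide average of all tested compounds plus 3 SD, cut at about 25% in these data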;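 further: 0% = enzyme with DMSO only and 100% = wells lacking PAFAH1B3 protein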
GSTO1 inh: blocks human GSTO1 in RBBP9 counter-screen; AID 1974; P78417; recombinant GSTO1, activity-based probe fluorescence polarization; hit rate 1.1% among 300,000; inhibition, % at 5.96 µM;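 active means inhibition above the campaign mean inhibition plus 3 SD, cut at about 35% in these data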;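 further: 0% = GSTO1-1 with DMSO and 100% = wells lacking GSTO1-1 enzyme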
Target sequence (P78417 whole entry, looked up): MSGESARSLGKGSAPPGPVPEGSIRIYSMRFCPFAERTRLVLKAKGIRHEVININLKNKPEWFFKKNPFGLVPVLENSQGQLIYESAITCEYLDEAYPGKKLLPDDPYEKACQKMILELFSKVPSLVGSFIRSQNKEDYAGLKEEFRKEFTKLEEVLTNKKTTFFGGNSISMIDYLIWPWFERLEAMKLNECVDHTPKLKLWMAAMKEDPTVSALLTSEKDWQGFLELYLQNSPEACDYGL
PAFAH2 FP inh: PAFAH2 (human) inhibition. Q99487. recombinant PAFAH2, FP-rhodamine activity probe, fluorescence polarization. inhibition, % at 3.39 µM. hit rate 0.99% among 340,000;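 active means inhibition above the mean over all tested compounds plus 3 SD, cut at about 30% in these data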;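 further: inhibitors block probe labeling of enzyme so polarization drops; 0% = enzyme with DMSO and 100% = wells lacking PAFAH2 protein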
pPAFAH FP inh: pPAFAH (human) enzyme inhibition; Q13093; recombinant pPAFAH, FP-rhodamine probe fluorescence polarization; inhibition, % at 3.39 µM; hit rate 1.5% among 330,000; AID 463082;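 active means inhibition above the mean inhibition across the screen plus 3 SD, cut at about 25% in these data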;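 further: inhibitors block binding of the rhodamine activity-based probe so polarization drops; 0% = enzyme with DMSO and 100% = wells lacking pPAFAH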
Target sequence (Q13093 whole entry, looked up): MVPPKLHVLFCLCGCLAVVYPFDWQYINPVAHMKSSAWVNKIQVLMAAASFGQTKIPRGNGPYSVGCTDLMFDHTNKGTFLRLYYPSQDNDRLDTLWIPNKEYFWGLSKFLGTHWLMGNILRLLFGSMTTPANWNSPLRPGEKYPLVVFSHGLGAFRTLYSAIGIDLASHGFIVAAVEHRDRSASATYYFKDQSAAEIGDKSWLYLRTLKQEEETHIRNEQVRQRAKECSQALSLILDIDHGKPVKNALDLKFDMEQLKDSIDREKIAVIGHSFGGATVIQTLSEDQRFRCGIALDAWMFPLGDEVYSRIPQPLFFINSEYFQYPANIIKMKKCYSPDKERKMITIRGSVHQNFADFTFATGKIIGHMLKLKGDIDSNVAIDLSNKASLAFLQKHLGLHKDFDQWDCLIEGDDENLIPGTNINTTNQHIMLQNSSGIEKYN
* marks the source's active call; other numbers are inactive results; / = not tested or not shown. This is a subset; rates above refer to the full screens.

SMILES | PAFAH1B2 inh | PREPL inhibitor | pPAFAH FP inh | LYPLA1 inh | PAD4 FP inh | GSTO1 inh | PAFAH2 FP inh | PAFAH1B3 FP inh | LYPLA2 inh
COc1cccc(/C=N/NC(=O)CN2CC(c3ccccc3)CC2=O)c1O (configuration not stated) | -3 | 0 | 3 | -1 | -1 | 1 | 0 | 9 | 2
NC(=O)Nc1ccc(C(=O)OCC(=O)NC2CCCc3ccccc32)cc1 (configuration not stated) | 7 | -10 | -5 | / | -3 | / | 72* | 2 | /
CCc1ccccc1NC(=O)C1c2ccccc2Oc2ccccc21 | 2 | 4 | 4 | 1 | -8 | 0 | 1 | -4 | -1
Cc1ccccc1COc1ccc(/C=N/NC(=O)c2nnn(-c3nonc3N)c2CN2CCC(C)CC2)cc1 | 1 | 18 | -5 | -13 | 0 | -7 | -10 | 2 | -20
CNc1ccc(Br)cc(C(=O)/C=C/c2ccc(OC)cc2)c1=O | 8 | 0 | 43* | 1 | -4 | 28 | 16 | 9 | -2
COc1ccc(CCN(C(=O)/C=C/C(=O)O)C2CC(=O)N(c3ccccc3)C2=O)cc1 (configuration not stated) | / | 1 | -4 | 0 | -2 | -9 | / | / | 1
COc1ccc(/C=N/Nc2ncc(Br)cn2)c(OC)c1 | -1 | -1 | 3 | 0 | 0 | -4 | 16 | 0 | 12
O=C1c2ccccc2C(=O)N1CN(C(=O)c1ccccc1[N+](=O)[O-])c1ccc(F)cc1 | 1 | 4 | 3 | 4 | 6 | 0 | 5 | 5 | -4
CCCCOC(=O)C(C)Sc1n[nH]c(=O)[nH]c1=O (configuration not stated) | 9 | -2 | 2 | -3 | -6 | -4 | 0 | 8 | 0
Cc1ccc(CC(=O)Nc2cccnc2)cc1 | 5 | 5 | -1 | 0 | 2 | 6 | -1 | 8 | -1
CCn1c(SCC(=O)NCc2ccccc2)nc2nc3c(cc2c1=O)CCCC3 | 1 | 12 | -3 | 1 | -1 | 4 | -1 | 14 | 2
N/C(CS(=O)(=O)c1ccccn1)=N\OC(=O)c1ccc(Cl)cc1 | 6 | -9 | 9 | -1 | 3 | 8 | 25 | 8 | -4
O=C(COc1cc(F)ccc1[N+](=O)[O-])Nc1cccc(S(=O)(=O)NC2=NCCC2)c1 | 1 | 3 | -3 | -2 | -1 | / | 1 | 1 | -1
COC(=O)C(C)(C)ONC(=O)Nc1ccccc1 | 7 | -2 | -5 | -4 | -5 | -3 | 4 | 2 | 4
O=C(N/C(=C/c1cccs1)c1nc2ccccc2[nH]1)c1ccccc1 | -1 | -4 | 1 | 3 | -7 | 7 | -2 | 2 | 2

5 of the compounds above, with two lines to a compound:
Fields – PAFAH1B2 inh | PREPL inhibitor | pPAFAH FP inh | LYPLA1 inh | PAD4 FP inh | GSTO1 inh | PAFAH2 FP inh | PAFAH1B3 FP inh | LYPLA2 inh
- O=C1c2ccccc2C(=O)N1CN(C(=O)c1ccccc1[N+](=O)[O-])c1ccc(F)cc1
    1 | 4 | 3 | 4 | 6 | 0 | 5 | 5 | -4
- CCCCOC(=O)C(C)Sc1n[nH]c(=O)[nH]c1=O (configuration not stated)
    9 | -2 | 2 | -3 | -6 | -4 | 0 | 8 | 0
- Cc1ccc(CC(=O)Nc2cccnc2)cc1
    5 | 5 | -1 | 0 | 2 | 6 | -1 | 8 | -1
- CCn1c(SCC(=O)NCc2ccccc2)nc2nc3c(cc2c1=O)CCCC3
    1 | 12 | -3 | 1 | -1 | 4 | -1 | 14 | 2
- N/C(CS(=O)(=O)c1ccccn1)=N\OC(=O)c1ccc(Cl)cc1
    6 | -9 | 9 | -1 | 3 | 8 | 25 | 8 | -4

The results go on:
SMILES | PAFAH1B2 inh | PREPL inhibitor | pPAFAH FP inh | LYPLA1 inh | PAD4 FP inh | GSTO1 inh | PAFAH2 FP inh | PAFAH1B3 FP inh | LYPLA2 inh
COc1ccc(/C=N/NC(=O)C2(C)NC(C)(C)Cc3ccccc32)cc1 (configuration not stated) | 5 | -2 | 7 | 3 | 0 | 0 | 4 | 7 | 7
CC(=O)N1CCc2cc(S(=O)(=O)NC(Cc3ccccc3)C(=O)Nc3cc(C)ccn3)ccc21 (configuration not stated) | 12 | 2 | 0 | -4 | -4 | -6 | 8 | 7 | -6
O=C(Nc1c2c(nn1-c1cccc(Cl)c1)CS(=O)(=O)C2)c1ccco1 | 2 | 9 | -2 | 4 | -5 | -4 | 10 | 5 | 5
COc1ccc(/C=N/NC(=O)CCC(=O)Nc2ccccc2)cc1OC | 1 | -5 | 1 | -1 | 2 | 2 | 4 | 6 | 0
CCC(=O)NCCc1cc2ccc(C)c(C)c2[nH]c1=O | 7 | 0 | 4 | 4 | 1 | 5 | -2 | 2 | 10
O=C(O)c1ccccc1C(=O)c1cccc2ccccc12 | 2 | 1 | 4 | -2 | 0 | 4 | 3 | 4 | 1
CC(C)Oc1ccc(N2CC(C(=O)Nc3ccccc3F)CC2=O)cc1 (configuration not stated) | 2 | -16 | 2 | -1 | 3 | 5 | 1 | -5 | -1
O=C(O)c1cccc(-n2c(/C=C/c3ccccc3)nc3ccccc3c2=O)c1 | 2 | 9 | -3 | -2 | 1 | -3 | -6 | 16 | 2
COC(=O)c1ccccc1NC(=O)COc1ccccc1[N+](=O)[O-] | -1 | 1 | 6 | -2 | -4 | 4 | 13 | 2 | 11
COc1ccc(C(CNC(=O)C(CCSC)NC(=O)c2ccccc2Cl)N2CCCC2)cc1 (configuration not stated) | 3 | 6 | 3 | -5 | 2 | / | 3 | 10 | 4
COc1ccccc1CCc1nnc(CCC(=O)NC(C)Cc2cccc(C)n2)o1 (configuration not stated) | 3 | 7 | 3 | 0 | 2 | -11 | -1 | 5 | 4
CN1CCC(N(C)CC(O)c2ccccc2)CC1 (configuration not stated) | 4 | -10 | -2 | 0 | 3 | 7 | -1 | -2 | 1
CN(Cc1ccccc1)CC1CCCN(CCc2ccccc2F)C1 (configuration not stated) | 4 | -19 | -1 | 1 | 1 | 3 | 3 | 3 | -2
CCc1nnc(NC(=O)c2cc(S(=O)(=O)N(C)c3ccc(OC)cc3)ccc2Cl)s1 | -2 | 3 | 8 | 4 | -1 | 3 | 7 | 4 | -2
Cc1cc(C)nc(SCC(=O)Nc2ccnc3ccccc23)n1 | 0 | 1 | 0 | 1 | 0 | -4 | 3 | 8 | 4

Among those listed so far, 3 contain an aryl thioether with sulfur outside any ring:
SMILES | PAFAH1B2 inh | PREPL inhibitor | pPAFAH FP inh | LYPLA1 inh | PAD4 FP inh | GSTO1 inh | PAFAH2 FP inh | PAFAH1B3 FP inh | LYPLA2 inh
CCCCOC(=O)C(C)Sc1n[nH]c(=O)[nH]c1=O (configuration not stated) | 9 | -2 | 2 | -3 | -6 | -4 | 0 | 8 | 0
CCn1c(SCC(=O)NCc2ccccc2)nc2nc3c(cc2c1=O)CCCC3 | 1 | 12 | -3 | 1 | -1 | 4 | -1 | 14 | 2
Cc1cc(C)nc(SCC(=O)Nc2ccnc3ccccc23)n1 | 0 | 1 | 0 | 1 | 0 | -4 | 3 | 8 | 4

(further entries)
SMILES | PAFAH1B2 inh | PREPL inhibitor | pPAFAH FP inh | LYPLA1 inh | PAD4 FP inh | GSTO1 inh | PAFAH2 FP inh | PAFAH1B3 FP inh | LYPLA2 inh
O=C(OCCN1CCCC1=O)c1cc(F)c(F)c(F)c1F | -4 | 2 | 5 | -1 | -2 | 17 | -3 | 6 | -9
COC(=O)CNC(=O)C1Nc2ccc(OC(F)(F)F)cc2C2C=CCC12 (configuration not stated) | 1 | -7 | 0 | 0 | -4 | -3 | 3 | -2 | -3
CC(C)C(=O)Nc1c2c(nc3ccccc13)N(C)CC2 | 1 | 7 | 1 | 5 | 3 | 4 | -6 | 3 | 7
Cc1cc(C)n(CCCNC(=O)c2ccc(C)c(S(=O)(=O)N3CCOCC3)c2)n1 | -2 | 0 | 3 | 1 | 0 | -1 | -3 | 0 | 9
COC(=O)c1ccc(CNC(=O)CSC(C)C(=O)Nc2cc(C)on2)cc1 (configuration not stated) | 0 | 3 | -1 | 1 | -4 | / | 3 | 6 | 5
O=C(N/N=C\c1cc2c(cc1Cl)OCO2)c1cccs1 | 11 | -5 | 2 | -3 | -4 | -5 | -4 | 5 | -2
COc1ccccc1-c1csc2ncnc(Sc3nnnn3C)c12 | -2 | 4 | 4 | 0 | 4 | / | -3 | 5 | -2
CCCCNC(=O)Nc1ncn[nH]1 | 7 | -3 | -1 | -6 | 3 | -8 | 1 | 7 | -8
O=C1C2CCCN2C(c2ccc(Br)cc2)N1c1ccc(F)cc1 (configuration not stated) | 5 | 8 | 0 | -1 | 0 | 3 | 3 | 0 | -4
Cc1ccc(-n2c(C)cc(C=C3C(=O)CC(C)(C)CC3=O)c2C)cc1 | 5 | 8 | 9 | 3 | 0 | 6 | 9 | 5 | 1
OC(CSc1ccccc1Cl)CN1CCN(c2ccccc2F)CC1 (configuration not stated) | 3 | 36 | 10 | -2 | -6 | 6 | 1 | 3 | -5
O=C(/C=C/c1ccc(F)cc1)NC(=S)NNC(=O)c1cccnc1 | 6 | 14 | 2 | 0 | -4 | 9 | 1 | 0 | 8
O=C(Cc1cccs1)N/N=C\c1ccc(O)cc1 | -3 | -4 | 2 | 2 | -3 | 1 | -7 | -9 | 0
COc1cc(/C=C2/NC(=O)NC2=O)cc(Br)c1OCc1ccc(C(=O)O)cc1 | 2 | -9 | 4 | -2 | -3 | -7 | 5 | -3 | -10
CC1(C)CC(=O)C(/C=N/n2cnc3ccccc3c2=O)=C(O)C1 | 0 | 1 | -3 | 2 | -3 | -1 | 0 | 5 | -5
O=C(N/N=C/c1c(Cl)cccc1Cl)c1cccc(F)c1 | 0 | 11 | -4 | -1 | 1 | 6 | -1 | -1 | 6
CCCCNC(=O)COC(=O)c1cc2c(C)nn(-c3ccccc3)c2s1 | 0 | 8 | 2 | 1 | 1 | -4 | 1 | 0 | 2
CN(C(=O)COC(=O)c1cccnc1Cl)C1CCCCC1 | 4 | 8 | 4 | / | -1 | / | 16 | 3 | /
O=C(OCc1ccccc1)/C(=C(\O)c1ccccc1Br)c1ccc(-c2ccccc2)cn1 | -4 | 3 | 10 | 2 | 4 | 4 | 0 | 6 | 2
O=C(NCCCN1CCOCC1)c1ccc2c(c1)N(Cc1ccccc1)C(=O)c1ccccc1S2=O (configuration not stated) | 2 | 12 | 4 | -2 | 2 | 6 | 0 | 3 | 9
Cc1ccc2c(C)c(C(=O)N(Cc3ccncc3)CC3CCCO3)oc2c1C (configuration not stated) | 4 | -4 | 9 | -4 | -1 | 1 | 2 | -2 | 1
CCOC(=O)COc1cccc2c(=O)n(CC(=O)NCc3ccc4c(c3)OCO4)ccc12 | -1 | 16 | 7 | -3 | 1 | -1 | 13 | 3 | 5
CCN(CC)S(=O)(=O)c1ccc(OC)c(NC(=O)COc2ccccc2[N+](=O)[O-])c1 | -1 | 3 | 3 | 6 | -1 | 20 | -6 | 9 | -2
COc1ccc(-c2c(-c3cc(OC)cc(OC)c3)n(C)c3ccc(-c4ccc(SC)cc4)cc23)cc1 | 1 | 3 | 2 | 5 | -2 | / | 6 | 1 | 2
